Source: PubChem (National Center for Advancing Translational Sciences (NCATS))
L3MBTL1 block – L3MBTL1 (human) inhibition; Q9Y468; AlphaScreen L3MBTL1–H3K9me1 peptide binding; actives 0.66% (n = 230,000); Potency, µM (titrated, usually from 57.1 µM), for inactives: at the highest dose activity, negative = inhibition, usual class: inhibitors; note: nearly all actives have a fitted effect of over 60% in size
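L3MBTL1 50 nM + b-AHA-H3(1-15)K9me1 75 nM, 30 min RT; compound added, 30 min RT; streptavidin donor/Ni-chelate acceptor beads 10 ug/mL each final, 30 min RT dark; AlphaScreen read.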
TR SRC2 fluor cs – alters Texas Red total fluorescence, flagging assay interference; Potency, µM (titrated, usually from 106 µM), for inactives: at the highest dose fluorescence change, negative = quenching; TRb/SRC2 Texas Red total fluorescence interference; AID 1479; actives 0.29% (n = 280,000); active = well fitted curve in either direction with a large enough effect; inconclusive = small, poorly fitted or top-dose-only effect
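Human TRb ligand-binding domain at 0.6 uM with 20 nM Texas Red SRC2 peptide in Tris buffer containing 1 uM T3 and 5% DMSO, incubated with compound 5 h at ambient temperature. Total fluorescence (555/632 nm) calculated as parallel + 2 × perpendicular.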
RECQ1 inh – RECQ1 (human) helicase inhibition; P46063; RECQ1 DNA unwinding, red fluorescence kinetic read; Potency, µM (series often up to 57.3 µM), for the others: at the top dose activity, negative = inhibition, usual class: inhibitors; actives 0.54% (n = 240,000); AID 2549;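 note: plate controls were vehicle for no effect and no enzyme for full effect; nearly all actives have a fitted effect of over 30% in size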
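50 nM RECQ1T1 preincubated 15 min with compound in Tris pH 8.0 buffer with MgCl2, DTT, Tween-20 and 2.5 ug/ml poly(dI-dC); started with 200 nM TAMRA/BHQ-2 forked duplex and 2 mM ATP. Unwinding read as fluorescence (525/598 nm), two reads 2 h apart.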
Tau ThT inhib – inhibitors of human tau fibril formation, thioflavin T binding; recombinant tau K18 P301L, heparin-induced fibrillization, ThT fluorescence; Potency, µM (top dose mostly 57.4 µM), for the others: top-dose activity, negative = inhibition, usual class: inhibitors; actives 2.1% (n = 270,000); note: nearly all actives have a fitted effect of over 55% in size
Target sequence (P10636 561-689 P618L limits assumed): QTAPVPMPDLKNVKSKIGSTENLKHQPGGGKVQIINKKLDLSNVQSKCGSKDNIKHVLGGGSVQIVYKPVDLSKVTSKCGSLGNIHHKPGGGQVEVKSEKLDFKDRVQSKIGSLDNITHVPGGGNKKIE
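Heparin-induced fibrillization of the P301L-mutant K18 repeat-domain fragment of human tau was followed by ThT binding in quantitative high-throughput format.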
KDM4E inh – blocks human JMJD2E demethylase activity; B2RXH2; JMJD2E catalytic domain, FDH-coupled NADH fluorescence (FDH is formaldehyde dehydrogenase); Potency, µM (highest dose often 57.1 µM), for the others: at the top dose activity change, negative = inhibition, most hits filed as inhibitors; actives 1.6% (n = 230,000); active = well fitted inhibition curve with a large enough effect, not every such curve was filed as active; inconclusive = small, poorly fitted or top-dose-only effect, or another doubt; inactive = no such curve, though single readings can be large or run the other way;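 note: 0% = wells with enzyme and -100% = buffer wells without enzyme; nearly all actives have a fitted effect of over 50% in size; many of its hits are not listed in these tables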
Target sequence (B2RXH2 1-337 limits assumed): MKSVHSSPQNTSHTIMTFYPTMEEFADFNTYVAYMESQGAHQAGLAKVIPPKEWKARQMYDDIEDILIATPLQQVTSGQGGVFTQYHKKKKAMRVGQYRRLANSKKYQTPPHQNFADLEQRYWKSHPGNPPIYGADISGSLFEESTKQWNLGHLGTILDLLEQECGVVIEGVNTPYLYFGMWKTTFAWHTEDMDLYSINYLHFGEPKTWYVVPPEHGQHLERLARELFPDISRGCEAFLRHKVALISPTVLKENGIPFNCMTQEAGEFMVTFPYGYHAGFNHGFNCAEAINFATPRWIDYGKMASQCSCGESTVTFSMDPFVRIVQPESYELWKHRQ
RGS12 GoLoco inh – inhibitors of human Gai1-RGS12 GoLoco interaction (red fluorophore). P63096. Gai1:RGS12 GoLoco peptide FP, rhodamine, 10 min. Potency, µM (titrated, usually from 61.6 µM), without a hit: at the highest dose activity, negative = inhibition, actives largely listed as inhibitors. actives 0.44% (n = 230,000); active = well fitted inhibition curve with a large enough effect, not every such curve was filed as active; inactive = no such curve, though single readings can be large or run the other way; note: nearly all actives have a fitted effect of over 30% in size; many of its hits are not listed in these tables
TRb SRC2 PPI – disrupts binding of human TR beta to SRC2. P10828. TRbeta-SRC2 peptide binding, fluorescence polarization; receptor liganded with 1 µM T3. Potency, µM (top dose mostly 106 µM), for inactives: top-dose activity change, negative = inhibition, most hits filed as inhibitors. actives 0.065% (n = 280,000);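 note: plate controls were bound peptide for no effect and peptide without receptor for full effect; nearly all actives have a fitted effect of over 50% in size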
Target sequence (P10828 whole entry, looked up): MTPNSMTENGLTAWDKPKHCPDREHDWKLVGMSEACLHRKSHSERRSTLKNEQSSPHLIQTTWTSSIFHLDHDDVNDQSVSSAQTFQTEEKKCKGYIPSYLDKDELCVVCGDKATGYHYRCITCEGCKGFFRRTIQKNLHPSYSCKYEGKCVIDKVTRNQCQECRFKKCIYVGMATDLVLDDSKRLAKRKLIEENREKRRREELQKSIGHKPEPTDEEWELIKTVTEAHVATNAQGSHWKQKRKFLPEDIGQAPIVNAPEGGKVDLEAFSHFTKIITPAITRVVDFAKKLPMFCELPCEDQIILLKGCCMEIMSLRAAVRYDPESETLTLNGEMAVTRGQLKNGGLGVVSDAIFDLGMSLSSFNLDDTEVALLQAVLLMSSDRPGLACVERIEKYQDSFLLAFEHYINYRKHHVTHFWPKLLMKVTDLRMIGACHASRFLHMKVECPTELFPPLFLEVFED
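Read-out is fluorescence polarization (555 nm excitation, 632 nm emission) of a Texas Red SRC2 coactivator peptide; loss of signal reflects blocked binding to human TRb ligand-binding domain in the presence of 1 uM T3.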
Tau fibril FP – blocks human tau fibril formation measured by polarization. K18 P301L tau heparin fibrillization, Alexa594 FP, 6 h. P10636. Potency, µM (doses to about 57.7 µM), for the others: at the top dose activity, negative = inhibition, most hits filed as inhibitors. AID 1468. actives 0.39% (n = 280,000); note: nearly all actives have a fitted effect of over 55% in size
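Heparin (20 uM) drove fibril formation of recombinant tau K18 P301L, 15 uM unlabeled with 0.24 uM Alexa 594 label, for 6 hr at 37 C in 100 mM sodium acetate pH 7. Fluorescence polarization (555/632 nm) read 1 hr after 30 uM ThT.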
Starred values were filed as active, the others as inactive; i = inactive; ? = inconclusive; . = not tested or not shown; [ ] = dose if it differs, or a comment. Unless noted, calls come from the whole dose curve; as a rule, active = well fitted curve in the direction sought with a large enough effect; inconclusive = small, poorly fitted or top-dose-only effect, or another doubt; inactive = no such curve, though single readings can be large; an effect the other way counts as inactive or inconclusive. Unless noted, % is set by controls: 0 for no effect and ±100 for the full control effect; potency is the fitted concentration of half-maximal effect.

Screens in order: L3MBTL1 block, TR SRC2 fluor cs, RECQ1 inh, Tau ThT inhib, KDM4E inh, RGS12 GoLoco inh, TRb SRC2 PPI, Tau fibril FP
- CCc1ccc(-c2csc3ncn(Cc4ccc(C(=O)O)cc4)c(=O)c23)cc1
→ 0.2%, -1.1%, i, -8.9%, -1.1%, 8.5%, 10.1%, 5.6%
- CCOc1ccc(NC(=O)CC2C(=O)N(CC)C(=S)N2CCNC(C)=O)cc1 (centres undefined)
→ 0.3%, -0.8%, -4.2%, -9.6%, 2.7%, -17.8%, -1.6%, -5.4%
- COc1ccc(S(=O)(=O)N2CCN(C(=O)COc3ccccc3)CC2)cc1
→ -0.6%, 2.3%, -2.8%, -4.4%, -1.7%, 3.0%, -6.4%, -3.3%
- CC(C)Oc1ccc(CNC(=O)C2CCN(c3nc4ccccc4nc3C(F)(F)F)CC2)cc1
→ ., -1.1%, ., 1.0%, ., ., 5.2%, -4.1%
- O=C(CC(c1cccs1)N1Cc2ccccc2C1=O)Nc1ccc(F)c(Cl)c1 (centres undefined)
→ ., -2.7%, ., 1.2%, ., ., 0.9%, ?
- CC1C(=O)OC(c2ccc(Br)cc2)C(C)(C)C1=O (centres undefined)
→ -5.7%, -2.3%, -0.5%, -7.9%, -1.9%, 1.6%, -4.6%, -6.1%
- COc1ccc(/C=N/S(=O)(=O)c2cccs2)cc1
→ ., 0.7%, i, -10.3%, 3.7%, 6.5%, 8.1%, 1.5%
- CC1CCN(C(=O)c2ccc3c(c2)OCCO3)CC1
→ -2.1%, -2.2%, -10.7%, -0.5%, 1.5%, 9.6%, -9.5%, 8.4%
- COc1ccc(N2C(=O)C3ON(C4SC(=S)N(C)C4(C)C)C(c4ccc([N+](=O)[O-])cc4)C3C2=O)cc1 (centres undefined)
→ 2.1%, 0.3%, -8.2%, -11.4%, 1.7%, 1.6%, -15.2%, 2.3%
- COc1cccc(CNC(=O)CCNC(=O)Cn2ccc3ccccc3c2=O)c1
→ 1.0%, -4.9%, -7.9%, -0.7%, ?, 4.8%, 3.4%, -7.7%
- Cc1ccc2c(c1)N/C(=C(\C=C(/Cl)[N+](=O)[O-])[N+](=O)[O-])N2
→ -21.0%, -10.6%, -7.0%, 17.8µM*, ?, 19.3%, 5.0%, -7.6%
- COc1cc2c(cc1NC(=O)COC(=O)/C=C/c1ccccc1)oc1ccccc12
→ 4.1%, 1.5%, -4.6%, 2.7%, 2.9%, 6.6%, -5.5%, -6.3%
- Cc1cc(/C=C(/C#N)c2cccc(F)c2)c(C)n1-c1cccnc1
→ -13.3%, -0.8%, -10.2%, ?, -6.4%, 0.3%, -5.8%, -3.5%
- CC(=O)O[C@@H]1[C@H]2[C@@H](C[C@@H](C)[C@@H]3C=CC(=O)[C@@]13C)OC(=O)[C@@H]2C
→ ., -2.6%, -12.7%, -3.7%, -3.8%, -1.6%, -1.0%, 3.1%
- O=C(Cn1cc(C(F)(F)F)cc(Cl)c1=O)NCCc1ccc(Cl)cc1Cl
→ ., -4.6%, i, 7.3%, -2.9%, 10.7%, -1.9%, -4.5%
- NC(=O)CSc1nnc(-c2cccnc2)n1Cc1ccccc1
→ -2.4%, -3.4%, -1.1%, -6.2%, -9.4%, -7.1%, 3.4%, 4.5%
- C=CCN1N=C(/C=C/c2ccccc2)CCC1=O
→ -31.9%, -3.4%, -9.4%, -2.9%, -8.2%, 0.7%, 5.4%, 11.1%
- CN(C)S(=O)(=O)c1cccc(NC(=S)NCc2ccco2)c1
→ 13.0%, -5.9%, -2.5%, -8.8%, -4.6%, 7.4%, -10.8%, -11.7%
- O=C(CSc1n[nH]c(-c2ccncc2)n1)Nc1ccccn1
→ ., -0.7%, -0.4%, 2.5%, -9.1%, 7.9%, -7.6%, -4.8%
- Cc1ccc(C)c(N(C(=O)Cn2nnc(-c3cccs3)n2)C(C(=O)NC2CCCC2)c2ccncc2)c1 (centres undefined)
→ -1.2%, -1.0%, -15.5%, 2.2%, 2.6%, 1.5%, -3.2%, -2.9%
- Cc1ccc(S(=O)(=O)N2CCCN(S(=O)(=O)c3ccc4ccccc4c3)CC2)cc1
→ -2.8%, -4.5%, -4.7%, -4.1%, -4.9%, 1.0%, 0.4%, -11.7%
- O=C(/C=C1\SC(=O)NC1=O)Nc1ccc(C(=O)O)cc1
→ ., -10.3%, -8.2%, ., -20.6%, 4.4%, 11.2%, 1.9%
- Cc1c(Cc2ccccc2)c(=O)oc2cc(O)cc(O)c12
→ -0.3%, -2.0%, -10.1%, ?, ?, 2.2%, 3.0%, -2.8%
- CC(=O)c1ccc(NC(=O)N2CCN(c3ccc(C)cc3)C(C)C2)cc1 (centres undefined)
→ -7.5%, 0.3%, -4.7%, ?, -3.6%, 4.8%, -5.2%, 0.8%
- CC1=C(C(=O)Nc2ccccc2)C(c2cc(CN3CCOCC3)cs2)C2=C(CCCC2=O)N1 (centres undefined)
→ ., -0.5%, i, -5.8%, ?, 0.1%, 0.3%, ?
- Cn1c(=O)[nH]c(=O)c2c1nc(N1CCCCCC1)n2Cc1cccc2ccccc12
→ 4.0%, -1.3%, -8.3%, -10.6%, 3.4%, -3.4%, -10.5%, -0.1%
- COc1ccc([N+](=O)[O-])cc1NC(=O)C1CCCCC1C(=O)O (centres undefined)
→ 4.4%, -2.8%, 1.3%, -8.3%, 4.2%, -2.2%, 1.6%, 8.8%
- Cc1ccc(C(=O)Nc2ccc(O)cc2C(=O)O)cc1C
→ ., -5.4%, -12.6%, ?, -13.5%, 6.2%, 3.3%, 6.5%
- Cc1cc(-c2ccco2)n(CC(=O)O)n1
→ ?, -0.1%, 0.2%, -11.8%, -5.0%, -14.7%, 1.9%, -0.1%
- Cn1c(CN2CCOCC2)nc2cc(NC(=O)c3ccc(F)cc3)ccc21
→ ., -0.7%, ?, -11.1%, -1.0%, 3.8%, -8.6%, -1.8%

(cont.)
Molecule	L3MBTL1 block	TR SRC2 fluor cs	RECQ1 inh	Tau ThT inhib	KDM4E inh	RGS12 GoLoco inh	TRb SRC2 PPI	Tau fibril FP
Cc1nc2ccccn2c1/C(O)=C1\C(=O)C(=O)N(CCN(C)C)C1c1cccnc1 (centres undefined)	5.5%	1.1%	-15.4%	-6.9%	-9.7%	-6.0%	-0.4%	6.1%
Cc1ccc(-c2cc(C(F)(F)F)n3nc(C(=O)Nc4ccc(Cl)cc4Cl)cc3n2)cc1	.	?	.	-6.7%	.	.	-0.2%	5.7%
O=C(Nc1nnc(C2CC2)s1)C1CCCCN1S(=O)(=O)c1ccccc1 (centres undefined)	3.2%	2.0%	-19.2%	-2.4%	-9.9%	4.2%	-2.7%	-6.9%
CCN1C(=O)c2cccc3c(NC(=O)c4ccc(S(=O)(=O)N(C)C)cc4)ccc1c23	-13.2%	1.3%	-13.5%	?	-3.6%	-3.5%	-4.6%	-4.1%
Cc1ncc(S(=O)(=O)c2ccccc2)c(-c2ccccc2)n1	.	-1.3%	-3.3%	-10.6%	4.0%	2.6%	8.9%	0.5%
Cc1oc(-c2ccc(Cl)cc2)nc1CN1CCCC(C(=O)NCCc2ccccc2)C1 (centres undefined)	.	-3.2%	.	?	.	.	-7.7%	6.8%
Cc1ccc(NC(=O)c2cc(S(=O)(=O)N3CCCCC3)ccc2N2CCOCC2)cc1F	.	2.0%	-2.4%	5.4%	1.7%	5.6%	13.4%	4.8%
COc1ccccc1C1=NC(c2ccc(F)cc2)N=C1C (centres undefined)	17.6%	0.5%	-22.8%	-16.6%	3.7%	3.9%	-8.7%	-6.6%
CCOC(=O)/C(N=O)=C(\O)C1CCN(C(=O)OCC)CC1	.	0.8%	-5.8%	-11.9%	3.7%	12.6%	-16.2%	4.5%
CCOc1ccc(CN(C(=O)c2oc3cc(C)ccc3c2C)C2CCS(=O)(=O)C2)cc1 (centres undefined)	.	-0.2%	-19.0%	-12.8%	3.1%	-2.9%	4.0%	0.4%
COc1ccccc1C(=O)Oc1cc(N)n(S(=O)(=O)c2ccccc2)n1	0.0%	0.0%	?	?	7.3%	4.1%	1.4%	?
CC(=O)Nc1c(C)nn(-c2ccccc2)c1N1CCC(C(=O)Nc2ccc(C)cc2Cl)CC1	.	0.4%	.	-3.0%	.	.	-10.4%	4.8%
CCN(CC)S(=O)(=O)c1nnc(NC(=O)COc2cccc(C)c2)s1	.	3.16µM*[quencher]	.	?	.	.	-10.1%	8.4%
C=CCn1c(NCc2c[nH]c3ccccc23)nc2ccccc21	13.8%[11.4 µM]	-2.7%	0.5%	?	8.5%	5.3%	9.3%	9.7%

An excerpt from above in order of SMILES length, highest first:
Molecule	L3MBTL1 block	TR SRC2 fluor cs	RECQ1 inh	Tau ThT inhib	KDM4E inh	RGS12 GoLoco inh	TRb SRC2 PPI	Tau fibril FP
CC1=C(C(=O)Nc2ccccc2)C(c2cc(CN3CCOCC3)cs2)C2=C(CCCC2=O)N1 (centres undefined)	.	-0.5%	i	-5.8%	?	0.1%	0.3%	?
Cc1nc2ccccn2c1/C(O)=C1\C(=O)C(=O)N(CCN(C)C)C1c1cccnc1 (centres undefined)	5.5%	1.1%	-15.4%	-6.9%	-9.7%	-6.0%	-0.4%	6.1%
CC(=O)c1ccc(NC(=O)N2CCN(c3ccc(C)cc3)C(C)C2)cc1 (centres undefined)	-7.5%	0.3%	-4.7%	?	-3.6%	4.8%	-5.2%	0.8%
COc1ccccc1C(=O)Oc1cc(N)n(S(=O)(=O)c2ccccc2)n1	0.0%	0.0%	?	?	7.3%	4.1%	1.4%	?
CCN(CC)S(=O)(=O)c1nnc(NC(=O)COc2cccc(C)c2)s1	.	3.16µM*[quencher]	.	?	.	.	-10.1%	8.4%
CC1C(=O)OC(c2ccc(Br)cc2)C(C)(C)C1=O (centres undefined)	-5.7%	-2.3%	-0.5%	-7.9%	-1.9%	1.6%	-4.6%	-6.1%

This is a subset. The share of hits here may be higher or lower than overall.
